Compound activity: PubChem, Sanford-Burnham Center for Chemical Genomics
mIAP block: mouse IAP inhibition; purified mouse IAP, CDP-Star luminescence, 30 min; inhibition, % at 10 µM; actives 0.2% (n = 330,000); AID 2806;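 active = inhibition of at least 40% at 10 µM in the primary screen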;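 note: plate controls were DMSO with enzyme for no effect and no enzyme wells for full effect; values of inactives mirror those of a sister screen read the other way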
APOBEC3A inh: blocks human APOBEC3A ssDNA deamination | P31941 | recombinant A3A, FAM/TAMRA ssDNA deamination fluorescence | inhibition, % at 20 µM | actives 0.41% (n = 330,000);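 active = at least 40% inhibition at 20 µM here, with at most 30% in a related deaminase screen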;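 note: plate controls were A3A with DMSO for no effect and wells lacking A3A enzyme for full effect; some results filed as inactive read as strong as hits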
Target sequence (P31941 whole entry, looked up): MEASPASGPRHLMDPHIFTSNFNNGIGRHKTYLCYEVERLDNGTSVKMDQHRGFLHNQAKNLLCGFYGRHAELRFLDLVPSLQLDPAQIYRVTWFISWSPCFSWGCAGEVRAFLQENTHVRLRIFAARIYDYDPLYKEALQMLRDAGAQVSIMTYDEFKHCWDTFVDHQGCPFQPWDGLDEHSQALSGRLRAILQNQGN
SENP1 FRET inh: inhibitors of human SENP1 SUMO protease catalytic domain; recombinant SENP1 catalytic domain, CyPet-SUMO1-YPet FRET cleavage; actives 0.21% (n = 360,000); inhibition, % at 10 µM;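 active = inhibition at least 30% at 10 µM, raw YFP signal under a set limit, fluorescence ratio 0.5 to 1.5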;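 note: 0% = enzyme with DMSO and 100% = no enzyme wells; some results filed as inactive read as strong as hits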
Target sequence (Q9P0U3 419-644 limits assumed): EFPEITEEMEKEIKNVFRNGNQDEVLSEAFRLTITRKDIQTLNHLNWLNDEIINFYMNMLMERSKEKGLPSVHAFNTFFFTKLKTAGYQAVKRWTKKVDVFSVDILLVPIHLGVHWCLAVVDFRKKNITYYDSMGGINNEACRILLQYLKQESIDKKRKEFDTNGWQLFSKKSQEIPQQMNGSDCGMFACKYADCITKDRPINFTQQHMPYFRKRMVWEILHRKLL
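system = hSENP1 catalytic domain, recombinant | reagent = SFCypet-SUMO1-SFYpet substrate at 25 nM | doses = one dose per compound, 10 µM, 0.5% DMSO | incubation = enzyme reaction for 50 min at room temperature, dark | measured by = FRET, CFP and YFP emission | controls = no-enzyme low, enzyme-DMSO high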
mIAP activ: increases mouse intestinal alkaline phosphatase activity. activation factor at 10 µM. actives 0.24% (n = 330,000). muIAP, CDP-Star luminescence, 30 min; hits give high values; 1 = vehicle-only enzyme signal, 0 = enzyme-free wells;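 active = activation factor of at least 2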; note: the source names both 10 and 20 µM as test concentration; values of inactives mirror those of a sister screen read the other way
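System: mouse IAP enzyme. Reagent: CDP-Star chemiluminescent phosphatase substrate. Benchmarks: DMSO wells, no-enzyme wells. Times: 30 min enzyme-substrate-compound incubation at room temperature. Detection: luminescence from enzymatic CDP-Star hydrolysis. Doses: test compounds delivered from DMSO solution.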
beta cell repl: induces beta-cell replication in MIN6 cells; MIN6 cells proliferation, ATPlite luminescence, 48 h; cells starved in 0.2% serum; 100% = growth in 10% serum; proliferation, % at 10 µM; actives 0.29% (n = 330,000);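 active = compounds whose signal lies at least 3.5 SD above the mean of all wells on their plate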;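 note: 0% = DMSO-treated cells in low-serum medium and 100% = 10% serum control; some compounds called inactive have numbers as strong as hits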
hIAP block: blocks human intestinal alkaline phosphatase | actives 0.12% (n = 330,000) | purified IAP, CDP-Star luminescence, 30 min | inhibition, % at 10 µM | AID 2544;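 active = inhibition reaching a set limit with compound at 10 µM in the primary screen, cut at about 35% in these data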;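 note: plate controls were DMSO wells with enzyme for no effect and no-enzyme buffer wells for full effect; values of inactives mirror those of a sister screen read the other way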
NALP3 yeast inh: NALP3 inhibition in yeast; Yeast reconstituted NLRP3/ASC/caspase-1, beta-gal luminescence, 24 h; inhibition, % at 10 µM; actives 0.39% (n = 330,000);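 active = inhibition of 50% or more; inactive = inhibition below 50%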;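 note: plate controls were induced DMSO wells for no effect and uninduced yeast grown without galactose for full effect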
A3G deaminase: APOBEC3G (human) deaminase inhibition. Q9HC16. recombinant A3G, ssDNA deamination FAM/TAMRA fluorescence. inhibition, % at 20 µM. actives 0.28% (n = 330,000). AID 493012;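 active = inhibition of at least 40% at 20 µM, with no more than 30% in the related APOBEC3A deaminase screen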;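 note: plate controls were DMSO wells with A3G for no effect and wells lacking A3G enzyme for full effect; some compounds called inactive have numbers as strong as hits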
Target sequence (Q9HC16 whole entry, looked up): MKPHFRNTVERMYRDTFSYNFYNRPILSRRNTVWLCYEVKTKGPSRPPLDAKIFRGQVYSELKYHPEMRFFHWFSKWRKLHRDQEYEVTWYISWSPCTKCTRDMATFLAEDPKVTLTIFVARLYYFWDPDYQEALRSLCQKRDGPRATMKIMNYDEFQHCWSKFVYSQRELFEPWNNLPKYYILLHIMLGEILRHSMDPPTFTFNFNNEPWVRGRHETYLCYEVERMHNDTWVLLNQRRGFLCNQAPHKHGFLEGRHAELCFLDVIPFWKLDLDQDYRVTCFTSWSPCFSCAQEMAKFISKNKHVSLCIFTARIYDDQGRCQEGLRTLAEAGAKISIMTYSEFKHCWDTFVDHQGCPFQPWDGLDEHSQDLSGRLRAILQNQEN
hIAP act: increases human intestinal alkaline phosphatase activity. purified human IAP, CDP-Star luminescence, 30 min; hits give high values; 1 = vehicle-only enzyme, 0 = enzyme-free background. activation factor at 10 µM. actives 0.16% (n = 330,000);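 active = activation factor of the enzyme at least 2-fold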; note: the source names both 10 and 20 µM as test concentration; values of inactives mirror those of a sister screen read the other way
Starred values were filed as active, the others as inactive; x = no result given.

cpd	Structure	mIAP block	APOBEC3A inh	SENP1 FRET inh	mIAP activ	beta cell repl	hIAP block	NALP3 yeast inh	A3G deaminase	hIAP act
1	Fc1cc(F)c(C2SCCN2C(=S)Nc2cccc(C(F)(F)F)c2)c(F)c1 (stereo not given)	-18	-8	-1	1.2	-5	6	-1	-7	0.94
2	O=C(NCc1cccnc1)c1cccc(OC2CCN(Cc3ccc(CO)o3)CC2)c1	-2	0	-2	1	-2	-2	10	-6	1
3	CCC1CCCCN1CCCNC(=O)c1ccc2c(=O)n(Cc3ccc(OC)cc3)c(=O)[nH]c2c1 (stereo not given)	5	0	-1	0.95	-4	-2	18	-3	1
4	N/C(=N\OC(=O)c1ccco1)c1cccnc1	6	3	3	0.94	-3	-12	24	2	1.1
5	O=C(NC(=S)NNC(=O)c1ccccc1F)c1cccnc1	31	-3	2	0.69	-2	31	11	12	0.69
6	O=C(CCN1CCc2ccccc2C1)Nc1ccc(F)c(F)c1	-17	2	-1	1.2	-1	-24	9	-2	1.2
7	Cc1ccc(NC2CCCN(C(=O)CCC(=O)c3ccccc3)C2)cc1C (stereo not given)	-4	2	-1	1	5	28	16	17	0.72
8	COc1ccc(/C=N/NC(=O)C2c3ccccc3-c3ccccc32)cc1	-2	-1	1	1	-2	11	21	-4	0.89
9	CC(=O)Nc1ccc(NC(C)=O)c(NC2OCC(O)C(O)C2O)c1 (stereo not given)	0	-1	-1	1	-3	-6	-4	-3	1.1
10	COc1ccccc1CNC(=O)C1CCCN(S(C)(=O)=O)C1 (stereo not given)	5	-3	3	0.95	-3	7	-3	-12	0.93
11	CCN(CC)S(=O)(=O)c1ccc(N2CCN(S(=O)(=O)c3ccc4c(c3)OCCO4)CC2)nc1	-7	1	-10	1.1	-3	-9	0	-3	1.1
12	CCCS(=O)(=O)c1c(S(=O)(=O)CCC)c2c(N)cccn2c1C(=O)c1ccc(F)cc1	10	-2	-11	0.9	-2	18	-2	-3	0.82
13	O=C(COC(=O)c1ccccn1)NCc1ccccc1Cl	-3	2	-3	1	-1	-5	3	-3	1
14	Cc1noc(C)c1S(=O)(=O)N1CCC(C(=O)N2CCN(C(=O)c3ccco3)CC2)CC1	-2	1	-1	1	-1	6	7	1	0.94
15	Cc1c(NC(=S)NC(=O)CCc2ccccc2)c(=O)n(-c2ccccc2)n1C	-2	-3	-1	1	-1	0	11	-10	1
16	COc1ccc(-c2cn3c(C)c(C(=O)N4CCc5ccccc5C4)sc3n2)cc1	13	-4	-4	0.87	-4	0	28	-10	1
17	CCOC(=O)C1=C(COC(=O)C(C)(C)Oc2ccc(Cl)cc2)NC(=O)NC1C (stereo not given)	7	3	0	0.93	-1	14	15	-5	0.86
18	CC(C)c1ccc(CSc2ccc(S(=O)(=O)N3CCOCC3)cn2)cc1	4	-2	0	0.96	-2	8	5	3	0.92
19	CCOC(=O)[C@@H]1[C@H]2COc3cc(OC)ccc3[C@@H]2N2C(=O)N(c3ccccc3)C(=O)[C@@]12C	2	0	1	0.98	-4	18	-13	-6	0.82
20	O=C(CSc1nnc(-c2ccncc2)o1)NCc1ccccc1Cl	3	-3	1	0.97	1	10	-1	-12	0.9
21	Cc1cc(C)c(NC(=O)c2cccc3c2C(=O)N(C2CCCCC2)C3)c(C)c1	10	-5	0	0.9	-7	-18	-11	-7	1.2
22	Nc1ccccc1OCP(=O)(c1ccccc1)c1ccccc1	-6	2	0	1.1	-1	-1	-8	3	1
23	COc1cc(C)nc(-c2csc(C)n2)n1	0	-2	-2	1	0	-6	1	0	1.1
24	Nc1c(Br)cc(Br)c(N2CCCC2=O)c1Br	-2	-2	1	1	-2	-9	1	-5	1.1
25	CC(=O)Nc1ccc(S(=O)(=O)N2C3CCCC2CC(NC(=O)C2CCCCC2)C3)cc1 (stereo not given)	-1	-1	3	1	-2	6	2	-1	0.94
26	CC(=O)Nc1ccc(Oc2ccccc2)cc1	-10	2	0	1.1	-5	-10	6	4	1.1
27	CC(=O)NCCCc1nc2ccccc2n1Cc1ccccc1C	-4	-7	1	1	-2	-9	5	-8	1.1
28	CCCn1c(SCC(=O)NCc2ccc(Cl)cc2)n[nH]c1=O	3	-2	1	0.97	-1	5	-4	-8	0.95
29	COc1cc(CC(NC(C)=O)C(=O)NC2CCN(c3c(Cc4ccccc4)c(C)nc4ncnn34)CC2)cc(OC)c1 (stereo not given)	-8	-1	1	1.1	1	-9	-1	-6	1.1
30	O=C(CCN1C(=O)C2C3C=CC(C4CC34)C2C1=O)Oc1ccccc1 (stereo not given)	12	-4	2	0.88	-3	-25	4	-4	1.3

Exported with each value named: part of the list above.
24) Nc1c(Br)cc(Br)c(N2CCCC2=O)c1Br
  mIAP block: -2
  APOBEC3A inh: -2
  SENP1 FRET inh: 1
  mIAP activ: 1
  beta cell repl: -2
  hIAP block: -9
  NALP3 yeast inh: 1
  A3G deaminase: -5
  hIAP act: 1.1
25) CC(=O)Nc1ccc(S(=O)(=O)N2C3CCCC2CC(NC(=O)C2CCCCC2)C3)cc1 (stereo not given)
  mIAP block: -1
  APOBEC3A inh: -1
  SENP1 FRET inh: 3
  mIAP activ: 1
  beta cell repl: -2
  hIAP block: 6
  NALP3 yeast inh: 2
  A3G deaminase: -1
  hIAP act: 0.94

Next results follow.
cpd	Structure	mIAP block	APOBEC3A inh	SENP1 FRET inh	mIAP activ	beta cell repl	hIAP block	NALP3 yeast inh	A3G deaminase	hIAP act
31	CCn1c2c(c(=N)c3c1CCC3)CCCC2	-3	-1	2	1	2	13	6	-7	0.87
32	COc1ccc(C(=O)COC(=O)[C@@H](NS(=O)(=O)c2ccccc2)C(C)C)cc1	8	-3	3	0.92	-4	2	-1	-5	0.97
33	O=C(Nc1oc2ccccc2c(=O)c1-c1ccc(Br)cc1)c1ccco1	6	2	-11	0.94	-2	11	29	-1	0.89
34	CC(=O)c1ccc(OC(=O)c2nc(-c3ccccc3)oc2C)cc1	2	7	-5	0.98	-5	12	6	5	0.88
35	Cc1nc2c(cc1NC(=O)c1ccccc1)nc(C)n2Cc1ccccc1	2	2	-1	0.98	-1	11	25	-2	0.89
36	c1ccc(Oc2nc(-c3cccnc3)nc3ccccc23)cc1	9	-2	-8	0.91	-1	1	12	-3	0.99
37	O=C(NC1CCCCC1)C(c1cccs1)N(C(=O)Cc1c[nH]c2ccccc12)c1ccc(F)cc1 (stereo not given)	-9	-1	-1	1.1	-6	-8	10	-4	1.1
38	O=C(Cc1ccccc1)N/N=C/C=C/c1cccc([N+](=O)[O-])c1	-1	3	3	1	-3	-6	2	4	1.1
39	CCNC(=O)CC1C(=O)N(CC)C(=S)N1NC(=O)c1ccccc1 (stereo not given)	7	-4	0	0.93	-1	-10	12	-11	1.1
40	CCOc1ccc(C(F)(F)F)cc1NC(=O)c1ccc(OC)c([N+](=O)[O-])c1	5	-3	-1	0.95	-2	13	17	-7	0.87
41	Cc1nn(-c2ccccc2)c2sc(C(=O)OCN3C(=O)c4ccccc4C3=O)cc12	9	-3	x	0.91	-8	-6	5	-4	1.1
42	CCCCc1ccc(/C=C2\C(=O)ON=C2c2ccccc2)s1	-4	3	-24	1	-2	-4	1	0	1
43	CC(=O)N1CCN=C1SCc1cccc(C)c1	-2	-7	1	1	-4	-5	14	-6	1.1
44	CC(=O)Nc1ccc(NC(=O)CSCCc2ccccn2)cc1	3	3	0	0.97	2	2	8	-3	0.98
45	O=C(O)c1ccccc1-c1ccccc1C(=O)NCc1cccnc1	7	-1	4	0.93	1	10	6	-7	0.9
46	COc1ccc(/C=N/OCC(=O)N=Nc2c(O)[nH]c3ccc(Br)cc23)cc1	13	2	3	0.87	-5	-50	19	-3	1.5
47	O=C(NCCN1CCOCC1)c1cccc(S(=O)(=O)N2CCCC2)c1	1	-1	2	0.99	-3	-21	20	-7	1.2
48	c1cnc2c(C3NCCc4c3[nH]c3ccccc43)cccc2c1 (stereo not given)	12	0	-1	0.88	-3	0	4	1	1
49	CC(NC(=O)c1ccccc1NC(=O)c1ccco1)C(=O)O (stereo not given)	1	-2	-1	0.99	1	8	2	-6	0.92
50	Cc1c(Cl)cccc1NC(=O)CCCn1cnc([N+](=O)[O-])n1	6	1	-2	0.94	-3	-14	11	2	1.1
51	CC(NC(=O)c1c(Cl)cnn1C)C1CCCO1 (stereo not given)	2	3	4	0.98	0	3	4	-4	0.97
52	O=C(COc1ccccc1)NC1CCSC1=O (stereo not given)	5	-2	1	0.95	3	-14	9	-3	1.1
53	CCOC(=O)CC(=O)CSc1[nH]c(=O)cc(C)c1C#N	12	2	-23	0.88	2	9	-5	1	0.91
54	COCc1nnc(NC(=O)c2ccco2)s1	3	-1	1	0.97	-3	11	-25	-1	0.89
55	CSCC[C@H](NS(=O)(=O)c1ccc(C)cc1)C(=O)N1CCC(C(=O)N[C@H](C(=O)O)c2ccccc2)CC1	4	-2	5	0.96	1	12	-2	-11	0.89
56	CC(=O)NN(O)C1N(C)C(=O)N(Cc2ccccc2)C1(C)C (stereo not given)	-12	-4	0	1.1	6	14	18	1	0.86
57	O=C(CSc1nc2ccccc2n1S(=O)(=O)c1cccc([N+](=O)[O-])c1)NCCc1ccccc1	0	-4	3	0.99	0	-5	-2	-10	1.1

Reprinted: compounds 55 to 57
cpd	Structure	mIAP block	APOBEC3A inh	SENP1 FRET inh	mIAP activ	beta cell repl	hIAP block	NALP3 yeast inh	A3G deaminase	hIAP act
55	CSCC[C@H](NS(=O)(=O)c1ccc(C)cc1)C(=O)N1CCC(C(=O)N[C@H](C(=O)O)c2ccccc2)CC1	4	-2	5	0.96	1	12	-2	-11	0.89
56	CC(=O)NN(O)C1N(C)C(=O)N(Cc2ccccc2)C1(C)C (stereo not given)	-12	-4	0	1.1	6	14	18	1	0.86
57	O=C(CSc1nc2ccccc2n1S(=O)(=O)c1cccc([N+](=O)[O-])c1)NCCc1ccccc1	0	-4	3	0.99	0	-5	-2	-10	1.1

These rows are one share of the data, so the mix of outcomes need not match the whole.
